# Screening data as filed in PubChem BioAssay.
# OX1R antag-1 – human HCRTR1 antagonism; 0.43% of 330,000 active; CHO/OX1R cells, Fluo-8 calcium fluorescence, orexin A; AID 434989; O43613; inhibition, % at 5 µM;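 active means inhibition above its plate's threshold, mean inhibition of all tested compounds on the plate plus 3 SD, cut at about 37% in these data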;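 further: 0% = orexin A challenge wells and 100% = SB-334867-A antagonist wells; not every result past the cut was called active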
# Target sequence (O43613 whole entry, looked up): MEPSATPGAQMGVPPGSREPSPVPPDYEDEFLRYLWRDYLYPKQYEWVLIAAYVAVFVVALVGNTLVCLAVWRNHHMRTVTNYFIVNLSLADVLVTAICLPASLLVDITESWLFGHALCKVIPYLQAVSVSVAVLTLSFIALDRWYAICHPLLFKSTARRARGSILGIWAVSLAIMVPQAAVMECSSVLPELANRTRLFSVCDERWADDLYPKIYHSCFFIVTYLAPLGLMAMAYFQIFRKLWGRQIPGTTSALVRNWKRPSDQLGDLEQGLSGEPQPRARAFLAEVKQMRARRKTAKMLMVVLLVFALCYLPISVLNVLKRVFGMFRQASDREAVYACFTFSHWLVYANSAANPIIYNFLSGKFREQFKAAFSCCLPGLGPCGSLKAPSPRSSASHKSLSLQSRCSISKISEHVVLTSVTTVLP
# OX1R antag-2 – OX1R (human) antagonism; 1.8% of 330,000 active; OX1R-expressing cells, FRET antagonist read-out; O43613; AID 485270; inhibition, % at 6.6 µM; in the data active means inhibition mostly above about 38%, no sharp cut-off; inactive means mostly below about 40%;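 further: 0% = agonist challenge alone and 100% = reference antagonist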
# STK33 inh – human STK33 kinase inhibition; purified STK33, MBP phosphorylation, ADP-Glo luminescence; inhibition, % at 10 µM; 0.073% of 320,000 active; AID 2661;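 active means inhibition at or above 25%, using the most active replicate where run in duplicate; inactive means inhibition below 25%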
# Target sequence (Q9BYT3 whole entry, looked up): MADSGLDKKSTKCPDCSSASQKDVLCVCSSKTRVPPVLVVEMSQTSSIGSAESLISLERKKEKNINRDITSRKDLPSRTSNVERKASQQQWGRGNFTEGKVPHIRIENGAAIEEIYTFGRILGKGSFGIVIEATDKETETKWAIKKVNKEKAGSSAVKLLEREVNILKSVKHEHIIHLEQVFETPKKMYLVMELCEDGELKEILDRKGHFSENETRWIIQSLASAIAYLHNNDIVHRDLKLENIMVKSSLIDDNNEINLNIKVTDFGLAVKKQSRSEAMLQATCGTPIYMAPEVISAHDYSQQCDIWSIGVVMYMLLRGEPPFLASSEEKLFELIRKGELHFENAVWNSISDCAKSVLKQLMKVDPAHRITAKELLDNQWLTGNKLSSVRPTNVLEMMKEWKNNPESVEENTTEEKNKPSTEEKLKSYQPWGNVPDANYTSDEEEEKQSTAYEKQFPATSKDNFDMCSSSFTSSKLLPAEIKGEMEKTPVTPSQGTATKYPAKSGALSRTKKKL
# * marks the source's active call; other numbers are inactive results; x = not tested or not shown.
OX1R antag-1	OX1R antag-2	STK33 inh	molecule
-11.3	26.2	0.0	CC(C)(C)OC(=O)CNC(=O)c1[nH]cnc1C(=O)NCCCCCNC(=O)OC(C)(C)C
-30.0	-0.9	-1.5	CC(C)Oc1ccc(CNC(=S)N/N=C/c2ccc([N+](=O)[O-])cc2)cc1
-14.6	19.9	-0.7	COCCNC(=O)CSc1ncnc2sc(-c3ccccc3)cc12
-11.1	6.0	-0.6	CC1CCN(CC(=O)Nc2ccc(S(=O)(=O)N3CCCCC3)cc2)CC1
-1.2	45.6	-1.6	COc1ccc(/C(N)=N/OC(=O)c2cccc([N+](=O)[O-])c2)cc1OC
-2.1	10.2	-1.5	CN(C)c1c(F)cc(C(=O)NC(=O)NCc2cccnc2)cc1F
-17.1	7.7	1.3	CCC(=O)Nc1cccc(C2=NOC3(C2)C[C@@H](C(N)=O)N(C(=O)CC)C3)c1 (some centres not stated)
-20.9	67.4*	-0.8	CCOc1ccccc1NC(=O)CCNS(=O)(=O)c1cccc2nsnc12
-26.6	-5.5	-3.8	O=C(c1cc2cc(Cl)ccc2[nH]1)N1CCN(c2ccccn2)CC1
-6.5	5.7	-0.2	Cc1noc(C)c1COc1ccc(C(=O)N2CCC(C(N)=O)CC2)cc1
-25.9	48.8	0.2	CCOC(=O)CSc1nn(-c2ccccc2)c(=S)s1
7.4	6.5	-1.5	CC(O)C(=O)NCCOCCOCCNC(=O)C(C)O (configuration not stated)
-16.5	6.7	0.2	Cc1cc(C)nc(SCC(=O)c2ccc(O)c(O)c2)n1
-18.6	7.2	0.1	O=C(NCc1cccnc1)c1ccccc1NS(=O)(=O)c1ccc(Br)cc1
-10.5	21.5	0.0	COc1ccccc1CNc1ncnc2c1cnn2-c1ccccc1
2.6	4.3	0.0	CCOC(=O)N1CCC(=NNC(=O)COc2cccc(C)c2)CC1
-12.2	18.4	0.6	O=C1NCCCC1C(=O)Nc1ccccc1C(F)(F)F (configuration not stated)
-24.9	26.9	-0.3	COc1cc(NC(=O)c2ccc(F)cc2)c(OC)cc1Cl
-23.7	14.5	-1.7	Cc1cc(C(=O)NC2CCCCC2C)c2ccccc2n1 (configuration not stated)
-30.2	28.1	-1.3	Cc1ccc(-c2cn(C[C@H]3CC[C@@H]([C@@H]4CC[C@H](Cn5cc(-c6ccc(C)cc6)nn5)O4)O3)nn2)cc1
-30.1	68.8*	-0.4	N#CC1=C(N)Nc2ncnn2C1c1ccc([N+](=O)[O-])cc1 (configuration not stated)
-30.5	9.9	-0.1	COc1cccc(C2C(C#N)=C(N)OC3=C2C(=O)CCC3)c1OC(=O)c1ccco1 (configuration not stated)
-30.0	9.0	-1.9	COc1ccc(NS(=O)(=O)c2c(C)[nH]c(C)c2C(=O)N2CCCCC2)cc1Cl
-11.9	14.5	-1.2	O=S(=O)(NCc1ccccc1)c1ccc(Cl)cc1
7.0	25.1	0.2	CCOC(=O)c1c(C)[nH]c(C)c1S(=O)(=O)NC(C)Cc1ccco1 (configuration not stated)
-34.4	1.3	-1.8	C=CCOc1cccc(/C=C2\C(=O)N(Cc3ccc(C)cc3)C(C)=C2C(=O)OC)c1
6.7	29.9	-1.4	Cc1[nH]c(C(=O)N/N=C/c2ccc(C(=O)O)cc2)c(C)c1C(=O)N/N=C/c1ccc(C(=O)O)cc1
-8.7	6.5	-1.5	COc1ccc(NC(=O)N2CCCC2C(=O)Nc2cccc(C)c2C)cc1 (configuration not stated)
-5.8	2.6	x	Cc1cccc(C)c1NC(=O)COC(=O)c1cc(S(=O)(=O)Nc2ccc(Cl)cc2)ccc1O
1.9	5.8	-1.0	O=C1Nc2ccccc2CCC1Sc1nnc(-c2ccc(Cl)cc2)s1 (configuration not stated)
1.4	4.9	-0.5	CC1=C(C(=O)Nc2ccc(Cl)cc2C(=O)N2CCC(C(N)=O)CC2)SCCO1
8.6	25.5	0.0	COc1ccc(NS(=O)(=O)c2cc(NC(=O)c3cc(=O)c4ccccc4o3)ccc2OC)cc1
-20.0	8.4	1.7	O=C(CCSc1nc2ccccc2o1)Nc1ccccc1
-8.2	30.2	-0.6	COc1ccc(S(=O)(=O)N2CCCC(C(=O)NCc3ccncc3)C2)cc1Cl (configuration not stated)
-8.7	8.8	2.1	Nc1c(C(=O)O)cnc2c(-c3ccc(Cl)cc3)cnn12
-33.8	24.4	0.1	Cc1ccc(N2CC(C(=O)N3CCC(c4nc5ccccc5[nH]4)CC3)CC2=O)cc1C (configuration not stated)
-18.1	13.2	0.2	COc1ccc2[nH]c(=O)c(CN(CCc3cccc(C)c3)C(C)=O)cc2c1
18.8	40.9	-1.1	COc1ccc(NC(=O)[C@@H]2[C@@H]3C(=O)N(C4CCCCC4)C(=O)[C@@H]3C3c4ccccc4C=CN32)cc1 (some centres not stated)
-9.1	19.8	-0.9	COC(=O)C1=C(CSc2nc3c(cc2C#N)CN(C)CC3)OC(N)=C(C#N)C1c1ccc(F)cc1 (configuration not stated)
1.6	26.9	-0.3	Cc1cc2n(n1)C(c1c[nH]c3ccccc13)Nc1ccccc1-2 (configuration not stated)
-29.8	0.9	x	COCC(=O)N[C@@H]1c2ccccc2CC[C@@H]1OCc1ccccc1
-16.8	10.7	1.1	COc1ccc2nc(/C=N/NC(=O)CCNC(=O)OC(C)(C)C)ccc2c1
-27.2	5.5	-1.9	COc1ccc(CN2CCN(CCCCOc3ccc(Cl)cc3)CC2)c(OC)c1OC
-1.6	42.0	0.2	O=C(CN1C(=O)c2ccccc2C1=O)N1CCOCC1
-11.2	30.1	-1.2	CN(Cc1cccs1)C(=O)CSc1nc2ccccc2[nH]1
-23.3	27.1	0.5	O=C(Nc1ccc2c(c1)OCO2)C1CCCN1C(=O)OCc1ccccc1 (configuration not stated)
-8.4	18.9	1.4	O=C(CN(C(=O)CNC(=O)c1ccco1)c1ccccc1F)NC1CCCCC1
-12.7	10.2	0.7	O=C(NCc1ccco1)C1CCN(S(=O)(=O)c2cccc3cccnc23)CC1
-9.6	37.0	1.0	Cn1cc(/C=C/C(=O)N2CCCC(C(=O)c3cccc(C(F)(F)F)c3)C2)cn1 (configuration not stated)
-21.6	15.1	-1.0	Cc1ccc(NC(=O)c2ccc(S(=O)(=O)NCC3CCCO3)cc2)cc1C (configuration not stated)

# (more compounds)
OX1R antag-1	OX1R antag-2	STK33 inh	molecule
-14.1	1.8	1.0	COC(=O)N/N=C/c1ccccc1OCCOc1ccc(OC)cc1
-29.4	15.4	-1.6	CCn1c(N2CCN(CC(=O)c3c(C)n(C)c4ccc(OC)cc34)CC2)nc2c1c(=O)[nH]c(=O)n2C
-7.1	7.6	-0.8	CC(=O)N(/N=C1/C(=O)Nc2ccccc21)c1ccccc1
-31.2	5.7	0.1	C=CCn1c(=O)c2ccc(C(=O)NCc3ccccc3)cc2n(Cc2ccc(C)cc2)c1=O
-50.4	14.4	4.3	CCC1CCCCN1c1nc(-c2ccncc2)nc2ccccc12 (configuration not stated)
-8.7	22.9	2.4	Cc1cc2c(Nc3ccccc3)ncnc2s1
3.4	11.2	-0.2	Cc1c(C(=O)NNS(=O)(=O)c2ccccc2Cl)sc(=S)n1C
-17.9	14.1	-0.4	Cn1c(=O)n(C)c2cc(S(=O)(=O)NCCO)ccc21
-13.2	36.5	0.2	COc1cccc2cc(C(=O)N3C(C)CCCC3C)c(=O)oc12 (configuration not stated)
-29.3	22.0	1.3	Cc1cc2c(cc1C)N(C(=O)CSC1=NCCS1)C(C)(C)c1ssc(=S)c1-2
-16.6	12.3	0.3	Cc1cc(C2=NNC(=Nc3ccccc3)SC2)c(C)n1C
-22.6	15.3	-1.1	CC(=O)N(c1ccc(Cl)cc1)c1cn(C(C)=O)c2ccccc12
-4.0	37.9	0.9	COc1ccc(NC(=O)CSCc2ccc(C#N)cc2)c(OC)c1
-15.5	10.9	-0.5	CCCn1c(=S)[nH]c2cc(C(=O)N3CCCC(C(=O)OCC)C3)ccc2c1=O (configuration not stated)
-26.0	22.6	-1.5	CCCCn1nc(NC(=O)c2cccs2)c2cc3ccccc3nc21
3.8	14.1	-2.6	Cn1nc(C(=O)NC2CCCCC2)c2c1-c1ccccc1S(=O)(=O)C2
-30.0	23.5	-3.7	C=C(C)c1cccc(C(C)(C)NC(=O)N2CCCCC2CC)c1 (configuration not stated)
-10.2	23.9	2.0	O=C(NC(=S)N1CCN(c2ccccc2)CC1)c1ccc(S(=O)(=O)N2CCOCC2)cc1
-26.8	6.8	1.2	CCCn1cnc2scc(-c3ccc(C)cc3)c2c1=O
-6.0	14.2	-0.8	O=C(CCSc1ccccc1)N1CCN(c2ccccc2)CC1
-32.6	11.4	-2.2	O=C(NC(C(=O)N/N=C/c1ccccc1)c1n[nH]c(=O)c2ccccc12)c1ccccc1 (configuration not stated)
-22.9	-0.3	0.2	CC(C)(C)c1ccc(S(=O)(=O)N2CC(=O)Nc3ccccc32)cc1
-7.3	2.7	-0.4	COc1cccc(-c2nnn(CC(=O)Nc3ccc(C)cc3C)n2)c1OC
-6.9	4.8	0.2	COC(=O)c1sc(-c2ccc(Cl)cc2)cc1N
-7.9	7.2	-0.5	CC(=O)Nc1ccc(S(=O)(=O)NCC2CCC(C(=O)NCCc3ccccc3)CC2)cc1 (configuration not stated)
-18.6	10.1	-1.7	COc1ccccc1CNCC(=O)NCc1ccc(C)cc1
24.4	34.3	3.9	CCCOC(=O)c1cccc(NC(=O)COc2ccc([N+](=O)[O-])cc2)c1
-9.7	3.6	0.5	CCS(=O)(=O)N1CCN=C1SC(C)c1ccccc1 (configuration not stated)
-5.6	-1.0	-0.7	Cc1ccc2nc(C3CCN(C(=O)c4ccco4)CC3)[nH]c2c1
5.3	7.9	-0.9	Cc1ccc(C(=O)N/N=C2\CC3CC=CC23)c(C)c1 (configuration not stated)
-3.6	8.1	-0.2	Cc1cc(N)c2ccccc2n1
-10.8	17.9	-0.5	O=C(Nc1cccc(Cl)c1)C1C2C=CC3(O2)C1C(=O)N(CCN1CCCCC1)C3C(=O)NC1CCCCC1 (configuration not stated)
-8.8	14.6	0.9	O=C(CSc1nc2ccccc2c(=O)n1-c1ccc(F)cc1)Nc1ccc2c(c1)CCC2
0.2	12.2	0.0	CC1Sc2ccc(C(=O)O)cc2NC1=O (configuration not stated)
-30.8	8.6	0.6	Cc1ccc(NC(=O)CC2Oc3ccc(C)cc3NC2=O)c(C)c1 (configuration not stated)
-3.1	8.2	-0.9	CCCn1c(=S)[nH]c2sc3c(c2c1=O)CCCC3
-18.8	23.9	-1.2	O=C(Oc1ccc(/C=N/Nc2ccccc2)cc1)c1ccccc1
-8.9	27.4	-0.5	Cc1ccc(/C=C/C(=O)OCC(=O)NC(C)C)o1
-5.1	12.7	-0.1	CC(=O)Nn1cc2c(c1-c1ccccc1)c(=O)n(C)c(=O)n2C
2.7	24.3	-0.8	CC(=O)c1ccc(N2CCN(C(=O)/C=C/c3ccc(S(=O)(=O)NCc4ccco4)cc3)CC2)cc1
-14.4	15.9	-2.1	Cc1nn(Cc2ccc(Cl)c(Cl)c2)c(C)c1NC(=O)c1cc(-c2ccc3c(c2)OCO3)on1
-16.7	2.1	0.4	Cc1ccc(S(=O)(=O)CNC(=S)c2cccc(Cl)c2)cc1
-12.4	6.6	-2.8	O=C(O)CC(NC(=O)c1cccc(F)c1)c1ccc(OC2CCCC2)cc1 (configuration not stated)
-32.9	19.4	-1.0	Cc1cccc(N2CCN(Cc3c(C)n(C)n(-c4ccccc4)c3=O)CC2)c1C
65.8*	6.8	-0.1	COC(=O)c1c(C)[nH]c(C(=O)C(C)OC(=O)C2CC(=O)N(c3ccc(C)cc3)C2)c1C (configuration not stated)
-4.0	13.2	0.8	N=c1c2cn[nH]c2nc(SCC(=O)c2ccc(Br)cc2)n1-c1ccc(Br)cc1
-9.2	5.2	1.1	Cc1nn(C)c(C)c1/C=C(\C#N)C(N)=O
-34.0	24.8	4.9	COC(=O)c1ccccc1NC(=O)C1CCN(c2ncnc3c2nc2n3CCCCC2)CC1
-9.1	9.2	-1.0	CSC(=Nc1ccccc1)C1=C(O)COC1=O

# Entries above containing two or more sulfur atoms (11):
OX1R antag-1	OX1R antag-2	STK33 inh	molecule
-14.6	19.9	-0.7	COCCNC(=O)CSc1ncnc2sc(-c3ccccc3)cc12
-20.9	67.4*	-0.8	CCOc1ccccc1NC(=O)CCNS(=O)(=O)c1cccc2nsnc12
-25.9	48.8	0.2	CCOC(=O)CSc1nn(-c2ccccc2)c(=S)s1
1.9	5.8	-1.0	O=C1Nc2ccccc2CCC1Sc1nnc(-c2ccc(Cl)cc2)s1 (configuration not stated)
-11.2	30.1	-1.2	CN(Cc1cccs1)C(=O)CSc1nc2ccccc2[nH]1
3.4	11.2	-0.2	Cc1c(C(=O)NNS(=O)(=O)c2ccccc2Cl)sc(=S)n1C
-29.3	22.0	1.3	Cc1cc2c(cc1C)N(C(=O)CSC1=NCCS1)C(C)(C)c1ssc(=S)c1-2
-10.2	23.9	2.0	O=C(NC(=S)N1CCN(c2ccccc2)CC1)c1ccc(S(=O)(=O)N2CCOCC2)cc1
-9.7	3.6	0.5	CCS(=O)(=O)N1CCN=C1SC(C)c1ccccc1 (configuration not stated)
-3.1	8.2	-0.9	CCCn1c(=S)[nH]c2sc3c(c2c1=O)CCCC3
-16.7	2.1	0.4	Cc1ccc(S(=O)(=O)CNC(=S)c2cccc(Cl)c2)cc1
